# Rab9 prom act = qHTS Assay for Rab9 Promoter Activators. Huh7 Rab9 promoter-luciferase reporter, luminescence, 24 h. Potency, µM (series often up to 9.22 µM), for inactives: at the highest dose activation, negative = inhibition, most hits filed as activators. actives 2.8% (n = 320,000); note: potency is the fitted concentration of half-maximal effect; % of control where 0% means no effect; nearly all actives have a fitted effect of over 60% in size
#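 Rab9 promoter-driven luciferase in stably transfected Huh7 cells; 1500 cells/well rested 2 h, exposed to compound in DMSO for 24 h at 37 °C, 5% CO2. Luminescence read 10 min after adding luciferase reagent at ambient temperature.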
# RORg inh = qHTS for inhibitors of ROR gamma transcriptional activity; Nuclear receptor ROR-gamma (Mus musculus), P51450; Drosophila S2 Gal4-RORgamma UAS-luciferase reporter, 20 h; Potency, µM (titrated, usually from 53.6 µM), for inactives: at the top dose activity change, negative = inhibition, most hits filed as inhibitors; AID 2551, 2010; actives 5.4% (n = 310,000); note: potency is the fitted concentration of half-maximal effect; % is set by controls: 0 for no effect and ±100 for the full control effect; nearly all actives have a fitted effect of over 60% in size
# Target sequence (P51450 whole entry, looked up, the tested form may be a part): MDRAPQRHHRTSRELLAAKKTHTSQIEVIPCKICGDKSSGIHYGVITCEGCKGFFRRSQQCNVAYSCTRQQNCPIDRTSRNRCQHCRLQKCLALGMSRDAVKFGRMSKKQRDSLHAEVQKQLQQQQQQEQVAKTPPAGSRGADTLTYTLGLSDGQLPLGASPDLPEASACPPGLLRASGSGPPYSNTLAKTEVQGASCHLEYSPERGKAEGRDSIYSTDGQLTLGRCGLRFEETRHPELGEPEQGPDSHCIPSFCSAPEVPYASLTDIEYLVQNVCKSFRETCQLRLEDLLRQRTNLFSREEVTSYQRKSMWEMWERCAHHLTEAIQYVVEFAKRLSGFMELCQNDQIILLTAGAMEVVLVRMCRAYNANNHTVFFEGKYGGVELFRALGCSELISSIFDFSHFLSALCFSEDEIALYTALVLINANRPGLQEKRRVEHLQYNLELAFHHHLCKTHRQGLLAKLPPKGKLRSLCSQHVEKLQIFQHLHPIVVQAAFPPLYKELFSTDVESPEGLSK
#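 Compounds are pin-transferred onto Drosophila Schneider cells expressing a copper-inducible Gal4–ROR gamma transactivation domain fusion. After 1 hr, copper sulfate is added to 700 uM final; luciferase is read 20 hr later.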
# NPC1 promoter act = qHTS Assay for NPC1 Promoter Activators; Potency, µM (titrated, usually from 9.22 µM), for inactives: top-dose activation, actives largely listed as activators; actives 2.4% (n = 320,000); Huh7 NPC1 promoter luciferase reporter, 24 h;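 note: potency is the fitted concentration of half-maximal effect; % of control where 0% means no effect; nearly all actives have a fitted effect of over 60% in size; reporter is driven by a mutant NPC1 promoter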
#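 Luminescence read-out of NPC1 promoter-driven luciferase in stably transfected Huh7 cells; compounds delivered in DMSO and left 24 h at 37C, 5% CO2, qHTS titration format.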
# ELG1 repair inh = qHTS screen for small molecules that inhibit ELG1-dependent DNA repair in human embryonic kidney (HEK293T) cells expressing luciferase-tagged ELG1 | HEK293T ELG1-luciferase reporter, luminescence, 16 h; DNA damage induced by 5-fluorouridine | Potency, µM (highest dose often 46.1 µM), inactives show at the highest dose activity change, negative = inhibition, most hits filed as inhibitors | actives 2.3% (n = 330,000); note: potency is the fitted concentration of half-maximal effect; % is set by controls: 0 for no effect and ±100 for the full control effect; nearly all actives have a fitted effect of over 55% in size
#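 HEK293T cells expressing luciferase-tagged ELG1 (2,000/well) received 5-Fluorouridine plus compound or DMSO for 16 hr at 37 °C. Luciferase was read by ONE-Glo luminescence after 30 min at room temperature.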
# Tb PFK inh = qHTS Assay to Find Inhibitors of T. brucei phosphofructokinase. Potency, µM (top dose mostly 57.5 µM), without a hit: at the top dose activity, negative = inhibition, hits mostly inhibitors. actives 0.17% (n = 330,000). T. brucei PFK, ADP-Glo luminescence. ATP-dependent 6-phosphofructokinase (Trypanosoma brucei brucei), O15648;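 note: potency is the fitted concentration of half-maximal effect; 0% = uninhibited 1x PFK enzyme wells and -100% = no-enzyme wells; nearly all actives have a fitted effect of over 60% in size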
# Target sequence (O15648 whole entry, looked up): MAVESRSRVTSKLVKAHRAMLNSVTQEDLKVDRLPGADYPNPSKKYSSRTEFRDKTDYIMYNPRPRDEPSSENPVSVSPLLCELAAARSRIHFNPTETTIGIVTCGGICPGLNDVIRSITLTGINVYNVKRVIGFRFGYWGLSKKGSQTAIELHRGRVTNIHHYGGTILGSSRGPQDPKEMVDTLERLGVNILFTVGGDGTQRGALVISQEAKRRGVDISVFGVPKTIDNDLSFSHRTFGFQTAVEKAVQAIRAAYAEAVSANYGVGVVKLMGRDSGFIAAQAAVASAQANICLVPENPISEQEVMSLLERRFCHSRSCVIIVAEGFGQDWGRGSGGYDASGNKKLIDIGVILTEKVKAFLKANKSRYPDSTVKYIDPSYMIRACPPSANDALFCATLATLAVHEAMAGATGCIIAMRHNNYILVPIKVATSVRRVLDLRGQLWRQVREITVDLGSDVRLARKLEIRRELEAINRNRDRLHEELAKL
#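 ADP-Glo luminescence quantified ADP after 45 min at room temperature, with 1.25 nM T. brucei PFK, 0.1 mM ATP and 0.5 mM fructose-6-phosphate in pH 8.0 TEA buffer. qHTS titrations up to 57 µM; curves classified by quality.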
# TRPV1 ag = HTS Assay for Compounds that Act as Agonists of the Vanilloid Receptor 1. activation, % at 8.33 µM. actives 0.19% (n = 320,000). TRPV1-expressing cells, Fluo-8 calcium influx, agonist mode. Transient receptor potential cation channel subfamily V member 1 (Homo sapiens), Q8NER1; in the data active = activation above about 80%; inconclusive = between about 30% and that limit; note: 0% is about no effect
#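 Cells expressing TRPV1 were dye-loaded with Fluo-8 and read kinetically: 10 s baseline, 3 min after compound (agonist portion), then 2 min after EC20 capsaicin (allosteric enhancer portion). Calcium-bound dye fluorescence at 480/520 nm.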
# BRCA1 expr up = qHTS Assay to Identify Small Molecule Activators of BRCA1 Expression; MCF7-BRCA1-FFLuc reporter, luminescence, 48 h; response scale: scaled: vehicle 0%, 10 µM genistein 100%; Potency, µM (titrated, usually from 46.1 µM), inactives show at the top dose activation, usual class: activators; actives 1.1% (n = 380,000); AID 624202, 2012; note: potency is the fitted concentration of half-maximal effect; nearly all actives have a fitted effect of over 80% in size; some results filed as inactive show a strong effect at the top dose
#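 Compounds are tested at multiple concentrations on MCF7 BRCA1-luciferase reporter cells seeded at 2000 per well; after 48 h, a single luminescence end-point is taken and curves fitted to the normalized data.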
# VP16 counter = VP16 counterscreen qHTS for inhibitors of ROR gamma transcriptional activity. Drosophila S2 Gal4-VP16 UAS-luciferase, luminescence, 20 h. Potency, µM (highest dose often 53.6 µM), without a hit: top-dose activity, negative = inhibition, hits mostly inhibitors. actives 3.5% (n = 310,000);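 note: Gal4-VP16 expression switched on by copper sulfate through the metallothionein promoter; potency is the fitted concentration of half-maximal effect; % is set by controls: 0 for no effect and ±100 for the full control effect; nearly all actives have a fitted effect of over 50% in size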
# FLuc counter = qHTS profiling assay for firefly luciferase inhibitor/activator using purifed enzyme and Km concentrations of substrates (counterscreen for miR-21 project); Luciferin 4-monooxygenase (Photinus pyralis), P08659; purified FLuc, Km substrates, luminescence inhibition; Potency, µM (top dose mostly 57.5 µM), inactives show at the highest dose activity change, negative = inhibition, most hits filed as inhibitors; actives 6.9% (n = 360,000); AID 588342, 2011;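 note: potency is the fitted concentration of half-maximal effect; plate controls were vehicle for no effect and reference inhibitor for full effect; nearly all actives have a fitted effect of over 55% in size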
#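 Purified P. pyralis luciferase (10nM final) with 10uM D-luciferin and 10uM ATP (Km levels) in 50mM Tris acetate pH 7.5, 10mM Mg acetate, 0.01% Tween-20, 0.05% BSA; qHTS 6-point titration, ~60 µM downward; luminescence read.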
# ELG1 genotox = qHTS screen for small molecules that induce genotoxicity in human embryonic kidney (HEK293T) cells expressing luciferase-tagged ELG1 | Potency, µM (highest dose often 46 µM), inactives show at the highest dose activity change, positive = activation, actives largely listed as activators | actives 1.3% (n = 330,000) | HEK293T ELG1-luciferase reporter, luminescence, 16 h; note: potency is the fitted concentration of half-maximal effect; % of control where 0% means no effect; nearly all actives have a fitted effect of over 60% in size
#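 DMSO vehicle served as control against compound-treated ELG1-luciferase HEK293T cells; exposure lasted 16 hr at 37 °C and 5% CO2, followed by ONE-Glo luminescence detection after 30 min.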
# p53 reactivation = qHTS assay for re-activators of p53 using a Luc reporter; AID 504706, 2011; H1299 p53-A138V BP100-luciferase reporter, luminescence, 24 h; Potency, µM (doses to about 92.2 µM), without a hit: top-dose activity change, positive = activation, usual class: activators; actives 0.063% (n = 320,000); note: potency is the fitted concentration of half-maximal effect; % of control where 0% means no effect; nearly all actives have a fitted effect of over 45% in size
#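 p53-null H1299 cells stably carrying temperature-sensitive p53-A138V and a BP100-luciferase reporter were pinned with compounds (4-point, 1:5 series) and held 24 hrs at 37 deg C. Luminescence was read 10 min after detection reagent.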
# An asterisk follows results filed as active; ? = inconclusive; . = no result given; [ ] = remark or other dose. Unless noted, calls come from the whole dose curve; as a rule, active = well fitted curve in the direction sought with a large enough effect; inconclusive = small, poorly fitted or top-dose-only effect, or another doubt; inactive = no such curve, though single readings can be large; an effect the other way counts as inactive or inconclusive.
1) CCN1CCN(c2nc3ccccn3c(=O)c2C=O)CC1
2) CCc1ccc(CNC(=O)C2CCN(S(=O)(=O)N3CCCC3)CC2)cc1
3) COc1ccc2cc(C(=O)C3CCCN(Cc4cnc(C)s4)C3)ccc2c1 (centres undefined)
4) CCN(c1cccc(C)c1)S(=O)(=O)c1c(C)[nH]c(=O)[nH]c1=O
5) CCNC(=O)c1ccc(CSc2ccc(Cl)cc2)cc1
6) CCC1CSC(=Nc2ccc(C)cc2)N1C(=O)CN1C(=O)NC2(CCCC2)C1=O (centres undefined)
7) Cc1ccc(C(NC(=O)Nc2ccccn2)C(Cl)(Cl)Cl)cc1F (centres undefined)
8) CCOc1ccc(C(=O)CN2CCN(S(=O)(=O)c3ccc(Br)cc3)CC2)cc1
Screen / compound no.	1	2	3	4	5	6	7	8
Rab9 prom act	0%	-6%	0%	-5%	-2%	0.79µM*	4%	-1%
RORg inh	-11%	10%	?	-6%	28%	.	3%	16%
NPC1 promoter act	-2%	2%	0%	-4%	3%	0.56µM*	-2%	-2%
ELG1 repair inh	8%	-7%	-24%	5%	?	?	1%	-6%
Tb PFK inh	4%	2%	2%	2%	-11%	1%	-3%	-3%
TRPV1 ag	2	-1	?	0	?	?	25	-2
BRCA1 expr up	5%	0%	-8%	-3%	29%	?	-28%	-20%
VP16 counter	-9%	2%	-25%	-4%	-14%	.	-1%	-3%
FLuc counter	0%	0%	-16%	0%	-16%	17µM*	4%	-1%
ELG1 genotox	0%	-4%	-6%	-2%	-3%	2.6µM*	0%	-5%
p53 reactivation	6%	-5%	-2%	5%	0%	.	8%	-13%

9) O=C1NN(c2ccc(F)cc2)C(=O)/C1=C\C=C\c1ccco1
10) Cc1ccn2cc(CNC(=O)c3ccc(Br)o3)nc2c1
11) Cc1cccn2c(=O)c(C=NCc3ccco3)c(Nc3ccc(SC(F)F)cc3)nc12
12) CCCNC(=O)C1CC(=O)N(c2ccc(OCC(=O)Nc3cccc(C)c3C)cc2)C1 (centres undefined)
13) Cc1sc2nc(CN(Cc3cccs3)C(=O)C3CC3)[nH]c(=O)c2c1C
14) CC(=O)Nc1sc2c(c1C(c1cccc(Cl)c1)N1CCN(CCO)CC1)CCCC2 (centres undefined)
15) CC(C)(C)c1ccc(C(=O)N/N=C/c2cccc(Cl)c2)cc1
16) COc1ccc(S(=O)(=O)N2CCCN(C)CC2)cc1
Screen / compound no.	9	10	11	12	13	14	15	16
Rab9 prom act	6%	6%	0%	0%	0%	-21%	?	0%
RORg inh	1.1µM*	0%	0%	?	11µM*	-26%	?	-3%
NPC1 promoter act	1%	-1%	-4%	-3%	-4%	-5%	?	1%
ELG1 repair inh	-1%	-1%	-2%	8%	?	7%	?	-13%
Tb PFK inh	-4%	1%	0%	6%	-9%	-7%	1%	3%
TRPV1 ag	-5	0	4	1	3	11	-5	2
BRCA1 expr up	-2%	-14%	-82%[inhibitor]	17%	-28%	-26%	76%	1%
VP16 counter	?	15%	-15%	2%	-29%	?	-15%	5%
FLuc counter	?	4%	1%	-1%	0%	3%	4.8µM*	-1%
ELG1 genotox	9%	-1%	-1%	3%	-9%	-2%	-6%	-4%
p53 reactivation	?	2%	-6%	3%	-13%	1%	?	-3%

17) Cc1cnc(C(=O)Nc2ccc(F)c(F)c2)cn1
18) O=C(O)C1CCC1C(=O)Nc1nc(-c2ccc(Cl)s2)cs1 (centres undefined)
19) COc1cc(S(=O)(=O)N2CCCCC2)ccc1NC(=O)/C=C/c1ccccc1
20) Cn1ncc(Cl)c1C(=O)NCc1ccc(Cl)cc1
21) O=C(/C=C/c1ccccc1)NNC(=O)c1cccc(Cl)c1
22) Cc1ccc(C)c(N2CCN(CCCNC(=O)Cn3cccc3C(=O)c3ccccc3C)CC2)c1
23) Cc1ncoc1C(=O)N1CCc2c([nH]c3ccccc23)C1C(C)(C)C (centres undefined)
24) COCCn1c(SCC(=O)Nc2ccc3c(c2)CCC3)nc2ccccc2c1=O
Screen / compound no.	17	18	19	20	21	22	23	24
Rab9 prom act	2.5µM*	-8%	-6%	-11%	0%	-13%	-19%	-6%
RORg inh	?	17%	5%	42%[10 µM]	-18%	?	4%	?
NPC1 promoter act	?	0%	-3%	-9%	2%	-12%	1%	-8%
ELG1 repair inh	?	6%	?	?	3%	?	?	-28%
Tb PFK inh	-5%	0%	-1%	-11%	5%	-1%	-4%	0%
TRPV1 ag	?	2	0	-2	7	1	3	1
BRCA1 expr up	?	-11%	-30%	-16%	2%	-90%	-29%	-13%
VP16 counter	-14%[0.365 µM]	-4%	-2%	?	-1%	?	23%	-9%
FLuc counter	?	?	0%	5%	1%	-7%	0%	4%
ELG1 genotox	16µM*	-1%	-8%	-3%	5%	-2%	-2%	0%
p53 reactivation	?	1%	-3%	1%	2%	-12%	-1%	2%

# Part of the list above, with tabs:
no.	Compound	Rab9 prom act	RORg inh	NPC1 promoter act	ELG1 repair inh	Tb PFK inh	TRPV1 ag	BRCA1 expr up	VP16 counter	FLuc counter	ELG1 genotox	p53 reactivation
19	COc1cc(S(=O)(=O)N2CCCCC2)ccc1NC(=O)/C=C/c1ccccc1	-6%	5%	-3%	?	-1%	0	-30%	-2%	0%	-8%	-3%
4	CCN(c1cccc(C)c1)S(=O)(=O)c1c(C)[nH]c(=O)[nH]c1=O	-5%	-6%	-4%	5%	2%	0	-3%	-4%	0%	-2%	5%
8	CCOc1ccc(C(=O)CN2CCN(S(=O)(=O)c3ccc(Br)cc3)CC2)cc1	-1%	16%	-2%	-6%	-3%	-2	-20%	-3%	-1%	-5%	-13%

# New compounds follow
25) Cn1c(CSc2nc3ccccc3s2)nc2ccccc21
26) O=C(NCc1csc(-c2cccs2)n1)Nc1cccc(Cl)c1
27) O=C1C2C3C=CC(CO)(O3)C2C(=O)N1c1ccc(-c2ccccc2)cc1 (centres undefined)
28) COc1ccc(Nc2cc(C)c3ccccc3n2)cc1
29) COc1ccc(OCc2nnc(SCC(=O)NCc3ccco3)o2)cc1
30) Cc1cc(C)cc(N(CC(=O)NC2CCCCC2)C(=O)c2csnn2)c1
31) CC(C)CCNC(=O)CN(CCCN1CCOCC1)C(=O)Cn1nnc(-c2ccc(F)cc2)n1
32) COc1cc(C(=O)NC2CCCCC2)ccc1OC1CCN(C(C)=O)CC1
Screen / compound no.	25	26	27	28	29	30	31	32
Rab9 prom act	?	0%	10%	?	9%	8%	4%	12%
RORg inh	11µM*	-10%	6.3µM*	-35%	0%	7%	-34%	18%
NPC1 promoter act	?	-4%	13%	28%	14%	-1%	-1%	-2%
ELG1 repair inh	?	?	?	?	8%	6%	-7%	?
Tb PFK inh	-9%	-1%	?	-4%	-5%	1%	1%	-1%
TRPV1 ag	-3	20	11	10	0	4	2	-1
BRCA1 expr up	-2%[1.84 µM]	-11%	.	16%	-2%	-8%	6%	13%
VP16 counter	?	-6%	10µM*	1%[10 µM]	17%	-1%	0%	2%
FLuc counter	11µM*	-2%	19µM*	13µM*	-1%	2%	11%	-1%
ELG1 genotox	13µM*	1%	?	?	4%	2%	1%	1%
p53 reactivation	?	-1%	?	?	-1%	3%	-11%	.

33) O=C(COC(=O)CCc1ccc(S(=O)(=O)N2CCOCC2)cc1)Nc1cccc(Cl)c1
34) O=c1c2ccccc2oc2ncccc12
35) CCc1noc(C)c1C(=O)Nc1nc(-c2ccc(Cl)cc2Cl)c(C)s1
36) O=Cc1cccc(Oc2ncccn2)c1
Screen / compound no.	33	34	35	36
Rab9 prom act	1%	15%	4%	1%
RORg inh	2%	-4%	-39%	11%
NPC1 promoter act	-6%	0%	-3%	-1%
ELG1 repair inh	21%	?	-2%	11%
Tb PFK inh	-11%	20%	-2%	1%
TRPV1 ag	0	1	-1	-5
BRCA1 expr up	-11%	13µM*	-45%	0%
VP16 counter	-1%	-7%	-5%	3%
FLuc counter	-8%	-11%	2%	-1%
ELG1 genotox	2%	17%	-1%	1%
p53 reactivation	0%	12%	4%	5%
